Sm TGR inh: blocks Schistosoma mansoni thioredoxin glutathione reductase | 3% of 360,000 active | Potency, µM (highest dose often 114 µM), for the others: at the top dose activity change, negative = inhibition, hits mostly inhibitors | purified TGR, DTNB reduction, TNB absorbance 405 nm; also: potency is read from the fitted curve at half-maximal effect; nearly all actives have a fitted effect of over 60% in size
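First, TGR (20 nM dispensed) and NADPH were mixed with compound. Second, a 15 min room-temperature incubation followed. Third, further NADPH and then DTNB were added to start the reaction. Finally, TNB absorbance was monitored kinetically.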
HCV inhibitor: blocks hepatitis C virus; Potency, µM (top dose mostly 41.8 µM), for inactives: top-dose activity change, negative = inhibition, usual class: inhibitors; 3.4% of 340,000 active; AID 651820; Huh7.5.1 HCVcc-Cre infection, luciferase reporter, 44 h; also: potency is read from the fitted curve at half-maximal effect
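Whole-lifecycle infectious HCVcc-Cre system; cells 1,000/well, compound then virus (~0.5 moi) added 4 h after plating, 44 h culture. Luciferase read 15 sec following 15 min substrate incubation, room temp.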
AmpC no deterg: blocks E. coli AmpC beta-lactamase in detergent-free assay. AmpC nitrocefin hydrolysis, absorbance 480 nm, 0.0001% Triton. Potency, µM (titrated, usually from 57.1 µM), inactives show at the top dose activity change, negative = inhibition, most hits filed as inhibitors. 0.52% of 330,000 active. AID 485341;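 also: potency is read from the fitted curve at half-maximal effect; plate controls were no compound for no effect and no enzyme for full effect; nearly all actives have a fitted effect of over 20% in size; some results filed as inactive show a strong effect at the top dose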
Target sequence (P00811 whole entry, looked up): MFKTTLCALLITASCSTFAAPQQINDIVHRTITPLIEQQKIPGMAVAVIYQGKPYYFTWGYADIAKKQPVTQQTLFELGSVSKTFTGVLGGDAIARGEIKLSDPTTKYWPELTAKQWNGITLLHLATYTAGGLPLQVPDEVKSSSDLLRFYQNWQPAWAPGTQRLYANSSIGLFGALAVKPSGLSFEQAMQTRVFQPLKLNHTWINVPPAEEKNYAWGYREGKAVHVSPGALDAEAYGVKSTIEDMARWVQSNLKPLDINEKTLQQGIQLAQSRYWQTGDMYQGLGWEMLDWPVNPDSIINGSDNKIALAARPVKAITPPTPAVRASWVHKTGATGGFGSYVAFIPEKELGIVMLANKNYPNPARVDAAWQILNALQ
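AmpC (5.3 nM in the dispensed reagent) in 20 mM phosphate pH 7.0 with 0.01% (detergent screen) or 0.0001% Triton X-100 was preincubated with compounds for 15 min at room temperature. Nitrocefin was then added from an 800 uM solution, and hydrolysis was followed at 480 nm.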
HCMV antiviral: blocks human cytomegalovirus replication; HFF cells, HCMV-luciferase reporter, 72 h; stronger effect = lower value; activity change, negative = inhibition, % at 57.5 µM; 4.5% of 410,000 active; AID 1259415; in the data active = activity change below about -60%; inconclusive = no clear call, values can overlap the other calls; inactive = above about -39%
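Two-dose cell screen: HFF monolayers treated with compounds and infected with luciferase-expressing HCMV at 1 PFU/cell, 72 h at 37C, then lysed for luciferase measurement.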
AmpC detergent: blocks E. coli AmpC beta-lactamase in detergent assay. AID 485294. 0.041% of 370,000 active. AmpC hydrolysis of nitrocefin, absorbance 480 nm, 0.01% Triton. Potency, µM (top dose mostly 114 µM), inactives show at the highest dose activity change, negative = inhibition, hits mostly inhibitors;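 also: potency is read from the fitted curve at half-maximal effect; 0% = no-compound wells and -100% = no-enzyme wells; nearly all actives have a fitted effect of over 25% in size; some results filed as inactive show a strong effect at the top dose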
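AmpC (5.3 nM in the dispensed reagent) in 20 mM phosphate pH 7.0 with 0.01% (detergent screen) or 0.0001% Triton X-100 was preincubated with compounds for 15 min at room temperature. Nitrocefin was then added from an 800 uM solution, and hydrolysis was followed at 480 nm.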
FBPA Giardia inh: inhibitors of Giardia lamblia fructose-1,6-bisphosphate aldolase | A8B2U2 | purified Giardia FBPA | Potency, µM (top dose mostly 59.6 µM), without a hit: at the top dose activity, negative = inhibition, actives largely listed as inhibitors | 0.71% of 290,000 active; also: potency is read from the fitted curve at half-maximal effect; nearly all actives have a fitted effect of over 55% in size
Target sequence (A8B2U2 whole entry, looked up): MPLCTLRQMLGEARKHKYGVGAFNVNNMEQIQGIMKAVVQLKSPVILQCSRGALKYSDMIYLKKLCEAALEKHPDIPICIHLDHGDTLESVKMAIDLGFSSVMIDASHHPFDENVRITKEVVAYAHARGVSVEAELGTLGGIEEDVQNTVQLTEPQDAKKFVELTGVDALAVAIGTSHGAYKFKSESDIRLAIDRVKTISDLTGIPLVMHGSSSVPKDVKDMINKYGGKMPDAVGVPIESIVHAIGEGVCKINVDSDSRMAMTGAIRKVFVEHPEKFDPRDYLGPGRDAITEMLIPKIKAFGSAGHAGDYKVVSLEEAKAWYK
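40 nM FBPA preincubated 10 min at RT with compound (up to 57.5 uM final), then substrate plus GAPDH/TPI/NAD/arsenate coupling and diaphorase/resazurin added. Fluorescence read after 20 min at RT, 525/598 nm.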
Starred values were filed as active, the others as inactive; ? = inconclusive; · = no result given; & = joins results of further samples; [ ] = remark or other dose. Unless noted, calls follow the shape of the dose curve; as a rule, active = well fitted curve in the direction sought with a large enough effect; inconclusive = small, poorly fitted or top-dose-only effect, or another doubt; inactive = no such curve, though single readings can be large; an effect the other way counts as inactive or inconclusive. Unless noted, % is scaled to controls: 0 for no effect and ±100 for the full control effect.

nr	molecule	Sm TGR inh	HCV inhibitor	AmpC no deterg
1	CCS(=O)(=O)N1CCCC(C(=O)NC2CCCCC2C)C1 (centres undefined)	4%	2%	-9%
2	Cc1ccc(NC(=O)C(=O)NCC(c2cccnc2)N2CCOCC2)cc1Cl (centres undefined)	1%	·	·
3	CCn1cc(C(=O)Nc2ncccc2O)c(=O)c2cc(F)c(N3CCN(C(=O)c4ccco4)CC3)cc21	?	-26%	38%
4	COc1ccc(CN(CC(=O)NCc2ccccc2)C(=O)CCC(=O)Nc2cc(C)ccn2)cc1	7%	4%	7%
5	CC(=O)Nc1ccc(S(=O)(=O)N2CCC(n3c(C(F)(F)F)nc4cccnc43)CC2)cc1	2%	·	·
6	O=C(O)CC[N+](=O)[O-]	·	-10%	·
7	C/C(=N\NC(=O)CSCc1ccc([N+](=O)[O-])cc1)c1cccc(Br)c1	-9%	-4%	-35%
8	c1coc(CSCc2cn3cccnc3n2)c1	?	6%	-6%
9	CCSc1nc(O)c(C2OC(=O)c3c2ccc(OC)c3OC)c(=O)n1CC (centres undefined)	?	-2%	-22%
10	CCN(c1cccc(C)c1)c1ncnc2nc[nH]c12	-9%	?	1%

nr	HCMV antiviral	AmpC detergent	FBPA Giardia inh
1	-25	3%	4%
2	-5	11%	·
3	0	-15%	·
4	11	2%	·
5	-13	0%	·
6	-18	·	-3%&3%
7	12	?	1%
8	-2	-4%	-12%
9	-7	?	6%
10	-25	?	-1%

(listing goes on)
nr	molecule	Sm TGR inh	HCV inhibitor	AmpC no deterg
11	COc1ccc(OC)c(NC(=O)CSc2nnc(CNC(=O)c3ccccc3F)o2)c1	-7%	-19%	2%
12	O=C(O)CCC(=O)Nc1ccc(SSc2ccc(NC(=O)CCC(=O)O)cc2)cc1	1%	-2%	-18%
13	CCOC(=O)C1(CC2CC2)CCN(Cc2cnc(-c3ccc(OC)cc3)nc2)CC1	-1%	?	29%
14	Cc1ccc(C2=NC3(CCCCCC3)NC2=S)cc1	-9%	19%	-20%
15	Cc1cc(C)nc(N2CCN(c3ncnc4c3oc3ccccc34)CC2)n1	-12%	·	1%
16	COc1ccc(/C(O)=C2/C(=O)C(=O)N(c3ncccn3)C2c2ccc(C(C)(C)C)cc2)cc1 (centres undefined)	1%	·	-30%
17	CCc1ccc(CNn2cnnc2SCC(=O)NC(C)(C)C)cc1	-10%	7%	20%
18	Cc1ccc(N2CCN(C(=O)c3nn(C)c4c3CS(=O)(=O)c3ccccc3-4)CC2)c(C)c1	4%&1%	1%	46%
19	O=C(CSc1nn(-c2ccc(F)cc2)c(=S)s1)NC(=O)NCc1ccco1	-28%	0%	?
20	CCC(=O)Nc1ccc(S(=O)(=O)Nc2cc(C)on2)cc1	0%	4%	-11%

nr	HCMV antiviral	AmpC detergent	FBPA Giardia inh
11	-33	-12%	·
12	-37	-8%	2%
13	-62*	1%	-10%
14	11	?	-2%
15	·	-11%	5%
16	24	6%	8%
17	2	-7%	2%
18	-33	2%&-7%	3%
19	-13	?	-6%
20	34	-8%	-1%

New compounds follow
nr	molecule	Sm TGR inh	HCV inhibitor	AmpC no deterg
21	CCOC(=O)c1ccc2ncc(C(=O)OCC)c(NCCc3ccc(OC)c(OC)c3)c2c1	12%	·	·
22	COCCCNC(=O)c1c[nH]c2ccc(S(=O)(=O)N3CCC4(CC3)OCCO4)cc2c1=O	0%	9%	29%
23	O=C(CN1CCN(C(=O)c2c(F)cccc2F)CC1)Nc1ccccc1F	-1%	9%	-1%
24	CCOc1ccccc1NC(=O)N1CCCC1C(=O)Nc1nnc(CC)s1 (centres undefined)	6%	0%	-9%
25	COc1ccccc1OCC(=O)Nc1ccc(S(=O)(=O)NC(C)=O)cc1	-16%	16%	-17%
26	CN(Cc1ccccc1)C(=O)c1nc(-c2ccc(Cl)cc2)n2c1CCCCC2	6%	·	·
27	O=C(OCC(=O)N1CCCC1=O)c1cc(S(=O)(=O)N2CCOCC2)ccc1F	-2%	6%	-5%
28	CN(C)CCCN(C(=O)c1ccc(S(=O)(=O)N(C)C)cc1)c1nc2ccc(F)cc2s1	0%	-11%	17%
29	COc1cccc(C(=O)Nc2cccc(C(=O)NCC(C)C)c2)c1	-6%	?	-15%
30	Cn1ncc(C#N)c1NC(=O)c1nn2cccnc2c1Cl	-6%	16%	-10%

nr	HCMV antiviral	AmpC detergent	FBPA Giardia inh
21	-12	10%	·
22	47	0%	9%
23	20	-1%	-3%
24	26	-1%	-6%
25	18	?	12%
26	0	-5%	·
27	10	-10%	·
28	-19	?	0%
29	-10	0%	0%
30	-30	?	-11%

Later entries:
nr	molecule	Sm TGR inh	HCV inhibitor	AmpC no deterg
31	COc1ccc(CN2CCN(c3ccccn3)CC2)cc1OCc1ccccc1	-9%	?	42%
32	CC(C)(C)NC(=O)C(c1c[nH]c2ccccc12)N(C(=O)Cn1nnc(-c2ccc(Cl)cc2)n1)c1ccccc1F (centres undefined)	-10%	10µM*	2%
33	O=C1CNC(=O)N1CC(=O)N1CCCc2ccccc21	-9%	9%	-2%
34	CNC(=O)C1CCC(Cn2c(=O)c3sccc3n(CC(=O)Nc3cc(C)cc(C)c3)c2=O)CC1 (centres undefined)	-3%	·	·
35	Cc1ccc(S(=O)(=O)n2ccc3cccnc32)cc1	-22%	-1%	-27%
36	O=C1OCC=C1NNC(=O)c1cccnc1	40µM*	18%	-21%
37	O=C(Nc1ccncc1)c1cc(S(=O)(=O)N2CCCC2)ccc1Cl	·	?	-24%
38	CC(C)CC(C(=O)NCc1ccc(F)cc1)N1Cc2ccccc2C1=O (centres undefined)	-5%	·	·
39	CCCCNC(=O)CSc1nc(O)c(Cc2ccc(OC)cc2)c(=O)[nH]1	-2%	-10%	-13%
40	CCOc1ccc(N(CC)C(=O)CCS(=O)(=O)c2cccc3nonc23)cc1	-33%	-2%	46%

nr	HCMV antiviral	AmpC detergent	FBPA Giardia inh
31	16	?	-26%
32	?	-20%	-11%
33	8	?	1%
34	3	-6%	·
35	13	-13%	-12%
36	-35	5%	-17%
37	21	·	·
38	-16	12%	·
39	0	5%	7%
40	-38	-16%	2%

Going on with the list:
nr	molecule	Sm TGR inh	HCV inhibitor	AmpC no deterg
41	COc1cc(C(=O)NCc2nnc(SCC(=O)Nc3cc(C)cc(C)c3)o2)cc(OC)c1OC	0%	-9%	18%
42	CC(=O)CCn1cc([N+](=O)[O-])nc1C	25%	15%	-16%
43	CCOC(=O)[C@H]1[C@H]2COc3ccc(C)cc3[C@@H]2N2C(=O)CN(Cc3ccc(C)cc3)C(=O)[C@@]12C	-10%	-13%	180%[activator]
44	COc1cccc(CNC(=O)CSc2n[nH]c(-c3ccccc3Cl)n2)c1	6%	·	·
45	COc1ccc2oc(-c3ccccc3)c(C(N)=O)c2c1	4%	-19%	-3%
46	CCOC(=O)c1c(C)[nH]c(C(=O)COC(=O)/C=C/c2cccc(OC)c2OC)c1C	1%	-2%	-7%
47	CCC(=O)Nc1cccc(-c2cc3ccccc3oc2=O)c1	·	-3%	-11%
48	CC(=O)N1CCC2(CC1)C/C(=N\NC(=S)Nc1ccccc1F)c1cc(O)ccc1O2	7%	?	5%
49	COc1ccc(CN2CCC(CO)(CCOc3ccccc3)CC2)c(OC)c1C	14%	?	98%[activator]
50	C#CCOC(=O)Nc1cnccc1C(F)(F)F	-2%	8%	-12%

nr	HCMV antiviral	AmpC detergent	FBPA Giardia inh
41	28	0%	1%
42	28	-3%	0%
43	35	-10%	·
44	14	20%	·
45	-22	?	0%
46	62	2%	1%
47	-30	-3%	-5%
48	-82*	4%	-17%
49	-27	-8%	-8%
50	8	3%	2%

Of the compounds above, two contain a COOH group.
nr	molecule	Sm TGR inh	HCV inhibitor	AmpC no deterg
6	O=C(O)CC[N+](=O)[O-]	·	-10%	·
12	O=C(O)CCC(=O)Nc1ccc(SSc2ccc(NC(=O)CCC(=O)O)cc2)cc1	1%	-2%	-18%

nr	HCMV antiviral	AmpC detergent	FBPA Giardia inh
6	-18	·	-3%&3%
12	-37	-8%	2%

Carrying on.
nr	molecule	Sm TGR inh	HCV inhibitor	AmpC no deterg
51	CCC(=O)OC1(C#CCOc2ccc(OC)cc2)CCN(C)CC1	-18%	2%	11%
52	CC(C)(C)NC(=O)COC(=O)c1ccccc1OCC(=O)Nc1ccc(Br)cc1	2%	-1%	3%
53	O=C(C1=C(O)C(=O)N(Cc2ccccc2)C1c1ccncc1)c1ccco1 (centres undefined)	-24%	8%	-1%
54	COc1cccc(NC(=O)CN(C)C(=O)c2cccnc2Nc2cccc(C(F)(F)F)c2)c1	6%	?	-1%
55	Cc1ccc(C)c(N2CCN(C(=O)c3cc4c(=O)n(Cc5ccccc5)ccc4nc3C)CC2)c1	-1%	·	·
56	O=C(NCC1CCCO1)c1cccnc1NCc1ccc(F)cc1 (centres undefined)	3%	0%	-6%
57	CC1CCC/C(=N\NC(=O)Nc2ccccc2)C1 (centres undefined)	-11%	31%[activator]	-30%
58	COc1cccc(N2C(=NC(=O)c3ccccc3)SC3CS(=O)(=O)CC32)c1 (centres undefined)	17%	15%	-7%
59	COc1ccccc1CN1CC(C(=O)N2CCC(OC)CC2)CCC1=O (centres undefined)	1%	23%	-3%

nr	HCMV antiviral	AmpC detergent	FBPA Giardia inh
51	-7	-5%	-19%
52	39	-5%	-4%
53	26	3%	-3%
54	·	12%	·
55	15	-5%	·
56	32	0%	-1%
57	74	-4%	-6%
58	-6	-3%	21%
59	-64*	3%	·

Of the compounds above, 7 have an aryl thioether with sulfur outside any ring:
nr	molecule	Sm TGR inh	HCV inhibitor	AmpC no deterg
9	CCSc1nc(O)c(C2OC(=O)c3c2ccc(OC)c3OC)c(=O)n1CC (centres undefined)	?	-2%	-22%
11	COc1ccc(OC)c(NC(=O)CSc2nnc(CNC(=O)c3ccccc3F)o2)c1	-7%	-19%	2%
17	CCc1ccc(CNn2cnnc2SCC(=O)NC(C)(C)C)cc1	-10%	7%	20%
19	O=C(CSc1nn(-c2ccc(F)cc2)c(=S)s1)NC(=O)NCc1ccco1	-28%	0%	?
39	CCCCNC(=O)CSc1nc(O)c(Cc2ccc(OC)cc2)c(=O)[nH]1	-2%	-10%	-13%
41	COc1cc(C(=O)NCc2nnc(SCC(=O)Nc3cc(C)cc(C)c3)o2)cc(OC)c1OC	0%	-9%	18%
44	COc1cccc(CNC(=O)CSc2n[nH]c(-c3ccccc3Cl)n2)c1	6%	·	·

nr	HCMV antiviral	AmpC detergent	FBPA Giardia inh
9	-7	?	6%
11	-33	-12%	·
17	2	-7%	2%
19	-13	?	-6%
39	0	5%	7%
41	28	0%	1%
44	14	20%	·

Assay outcomes: PubChem BioAssay, National Center for Advancing Translational Sciences (NCATS)
